HDAC3 inhib = blocks human histone deacetylase 3 | AID 2718 | recombinant HDAC3, fluorogenic peptide/trypsin coupled, fluorescence | O15379 | actives 0.15% (n = 320,000) | inhibition, % at 8.3 µM; in the data active = inhibition above about 26%, passing the limit was not always enough; inconclusive = no clear call, values can overlap the other calls
Target sequence (O15379 whole entry, looked up): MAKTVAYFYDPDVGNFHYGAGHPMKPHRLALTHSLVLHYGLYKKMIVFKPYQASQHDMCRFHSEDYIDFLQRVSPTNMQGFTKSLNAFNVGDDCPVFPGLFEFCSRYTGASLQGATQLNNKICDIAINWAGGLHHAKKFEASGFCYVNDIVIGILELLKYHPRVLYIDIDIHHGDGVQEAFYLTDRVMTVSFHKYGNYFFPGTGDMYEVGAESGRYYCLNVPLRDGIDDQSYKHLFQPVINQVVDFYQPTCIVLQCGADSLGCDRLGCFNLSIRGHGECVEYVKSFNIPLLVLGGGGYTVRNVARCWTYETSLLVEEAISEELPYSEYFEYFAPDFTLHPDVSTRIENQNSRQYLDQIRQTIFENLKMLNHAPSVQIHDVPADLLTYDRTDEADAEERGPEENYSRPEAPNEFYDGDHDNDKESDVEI
GSK3 alpha inh = blocks human GSK-3 alpha kinase. ADP-Glo luminescence, 60 min. actives 0.1% (n = 320,000). AID 2650. inhibition, % at 10 µM;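 in the data active = inhibition above about 50%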;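 note: GST-tagged GSK-3 alpha with peptide substrate and 25 µM ATP; 0% = DMSO neutral wells and 100% = GW8510 positive control wells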
DYRK1A inh = Dyrk1A (rat) kinase inhibition. Q63470. ADP-Glo luminescence, NFATc1 peptide. actives 0.43% (n = 310,000). AID 504441. inhibition, % at 12.5 µM; in the data active = inhibition above about 50%;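 note: plate controls were vehicle with enzyme for no effect and no enzyme for full effect; many of its hits are not listed in these tables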
KCNK3 block = human KCNK3 channel inhibition, primary screen; O14649; CHO-KCNK3 thallium flux, FluxOR fluorescence; hits give low values; B-score at 10 µM; actives 0.84% (n = 340,000); AID 602410;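 active = B-score under library mean minus 4 SD, starting fluorescence ratio at most library mean plus 5 SD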;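 note: more negative B-score means stronger inhibition of thallium flux through KCNK3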
Target sequence (O14649 whole entry, looked up): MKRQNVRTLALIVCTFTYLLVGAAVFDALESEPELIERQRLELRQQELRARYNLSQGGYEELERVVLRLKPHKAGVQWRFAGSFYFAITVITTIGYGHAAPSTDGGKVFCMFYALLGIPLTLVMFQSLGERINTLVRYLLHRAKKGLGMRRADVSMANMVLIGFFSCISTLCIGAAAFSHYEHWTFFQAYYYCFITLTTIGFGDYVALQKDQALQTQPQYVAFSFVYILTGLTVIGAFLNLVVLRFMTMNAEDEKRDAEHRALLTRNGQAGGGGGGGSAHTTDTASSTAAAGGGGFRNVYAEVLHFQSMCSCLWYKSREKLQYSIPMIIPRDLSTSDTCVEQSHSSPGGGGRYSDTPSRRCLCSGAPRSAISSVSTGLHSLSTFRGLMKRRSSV
* marks the source's active call; other numbers are inactive results; i = inactive; ? = inconclusive.

| DYRK1A inh | KCNK3 block | GSK3 alpha inh | HDAC3 inhib | SMILES |
| --- | --- | --- | --- | --- |
| 0 | i | -4 | -2 | NC(=O)C1CCN(C(=O)C2CC(=O)N(Cc3ccccc3)C2)CC1 (configuration not stated) |
| -14 | i | 8 | -3 | CCN1CCN(C(=O)Nc2ccccc2OC)CC1 |
| -7 | i | -2 | -4 | NC(=O)C1CCN(C(=O)c2ccc(Cl)c(S(=O)(=O)N3CCCCCC3)c2)CC1 |
| -2 | i | -1 | 1 | COc1cc(C)ccc1OCC(=O)OCC(=O)c1[nH]c(C)c(C(C)=O)c1C |
| 0 | i | 0 | 3 | O=C(Nc1cc(-c2ccccc2)nn1-c1ccccc1)c1ccccc1F |
| -5 | i | -2 | -8 | O=C(NNC(=S)NC(=O)c1ccc(F)cc1)c1ccncc1 |
| -2 | i | -8 | 0 | COc1ccc(CN(C)C(=O)COc2cccc(-n3cnnn3)c2)cc1OC |
| 1 | i | 3 | 2 | COc1ccc(Cl)cc1NC(=O)CN(C)C(=O)c1cc(=O)c2ccccc2o1 |
| 3 | i | -3 | 1 | O=C(CC1SC(N2CCOCC2)=NC1=O)Nc1ccccc1F (configuration not stated) |
| 4 | i | -2 | 10 | Cc1noc(/C=C/N(C)C)c1S(=O)(=O)N1CCCC(C(=O)Nc2ccc3c(c2)OCO3)C1 (configuration not stated) |
| 8 | i | 11 | 0 | Cc1ccc(C(=O)OCC(=O)NC2CCCc3ccccc32)o1 (configuration not stated) |
| 0 | i | -1 | 2 | CCOC(=O)C1CCCN(C(=O)CCNS(=O)(=O)c2ccc(Br)cc2)C1 (configuration not stated) |
| -3 | i | -3 | ? | COc1ccccc1-c1nnc2n1N=C(c1ccc(OC(F)F)c(OCC3CC3)c1)CS2 |
| 0 | i | -1 | 0 | O=C(NNC(=O)c1ccccc1-n1cccc1)c1ccc(Cl)nc1 |
| 6 | i | -2 | 3 | Cc1ccc(S(=O)(=O)N(C)C[C@H]2Oc3ccc(NC(=O)C4CCCCC4)cc3C(=O)N([C@H](C)CO)C[C@H]2C)cc1 |
| 0 | i | -1 | -2 | CC(C)=CCC[C@](C)(O[C@@H]1O[C@H](CO[C@@H]2O[C@H](CO)[C@@H](O)[C@H](O)[C@H]2O)[C@@H](O)[C@H](O)[C@H]1O)C1CC[C@]2(C)C1C(=O)CC1[C@@]3(C)CC[C@H](O[C@H]4O[C@@H](CO)[C@H](O)[C@@H](O)[C@@H]4O)C(C)(C)C3CC[C@]12C (some centres not stated) |
| 2 | i | 0 | 3 | CNC(=O)[C@H]1O[C@@H](n2cnc3c(NCc4cccc(I)c4)nc(Cl)nc32)[C@H](O)[C@@H]1O |
| 9 | i | 12 | 8 | O=C(Nc1cc([N+](=O)[O-])ccc1O)NC1CCS(=O)(=O)C1 (configuration not stated) |
| 1 | i | 0 | -2 | O=C(N1CCOCC1)N1c2ccccc2CC(N2CCOCC2)c2ccccc21 (configuration not stated) |
| 3 | i | -8 | 1 | CN(CC(=O)Nc1ccc(Cl)c(S(=O)(=O)N2CCOCC2)c1)C(=O)c1cccs1 |
| 3 | i | -3 | 1 | CC1CCCC(NC(=O)COC(=O)c2ccc([N+](=O)[O-])o2)C1C (configuration not stated) |
| 2 | i | 0 | -1 | CC(=O)c1c(C)[nH]c(C(=O)NNC(=O)c2ccc(C)cc2)c1C |
| -5 | i | 0 | 2 | Cn1cccc1C(=O)OCC(=O)NCCc1ccccc1 |
| 7 | i | 5 | -2 | COc1ccccc1-n1nnnc1SCC(=O)NC(=O)Cc1ccccc1 |
| -3 | i | -1 | 3 | COc1ccc(-c2cn3nc(C)c(C)nc3n2)cc1OC |

Following part.
| DYRK1A inh | KCNK3 block | GSK3 alpha inh | HDAC3 inhib | SMILES |
| --- | --- | --- | --- | --- |
| 5 | i | -3 | 1 | Cc1cc(NC(=O)CSc2nnc(Cc3cccn3C)n2CCc2ccccc2)no1 |
| 1 | i | 4 | 7 | C=CCC[C@@H](Cc1ccc(F)cc1)C(=O)OC[C@@H](NC(=O)[C@H](CC=C)CC(=O)N(CCO)Cc1ccccc1)c1ccccc1 |
| -1 | i | 6 | -11 | Cc1cc(C)cc(-n2ccnc2SCC(=O)c2c(N)n(C3CC3)c(=O)[nH]c2=O)c1 |
| 4 | i | 0 | 0 | O=C1C=C(c2ccc3c(c2)OCO3)C[C@@H](c2ccc3c(c2)OCO3)C1 |
| -5 | i | -1 | 1 | Cc1ccc(CN2CC(C(=O)N3CCN(S(=O)(=O)c4ccc(C)cc4C)CC3)CC2=O)cc1 (configuration not stated) |
| 2 | i | -2 | 3 | Cc1ccc(OS(=O)(=O)c2ccccc2)c(/C=N/N=C2\NC(=O)C(C)S2)c1 (configuration not stated) |
| 5 | i | -2 | 4 | O=C(Nc1cccc(F)c1)C1CCCCC1 |
| -1 | i | -1 | -1 | CC(=O)c1c(C)[nH]c(C(=O)COC(=O)CCNS(=O)(=O)c2ccc(C)c(C)c2)c1C |
| 4 | i | 0 | 12 | O=C(CSc1nc2nn(-c3ccccc3)c(=O)c-2c2n1CCCCC2)Nc1ccc(F)c(F)c1 |
| 1 | i | -1 | 8 | O=C(CN1CCN(c2ccccn2)CC1)N(c1ccccc1)c1ccc2ccccc2c1 |
| -4 | i | -7 | 0 | CC(=O)Nc1ccc(NC(=O)c2cccc(S(=O)(=O)N3CCCCCC3)c2)cc1 |
| 10 | i | -2 | -6 | CCN(CC(=O)Nc1ccccc1OC)C(=O)CN1C(=O)NC(C)(c2ccc(C)cc2)C1=O (configuration not stated) |
| 5 | i | 0 | -1 | CC(C)c1ccc(-n2nnnc2SCC(=O)NC2CC2)cc1 |
| 0 | i | -5 | 6 | CN(C)S(=O)(=O)c1ccc(N2CCCC2)c(C(=O)Nc2nccs2)c1 |
| 9 | i | -6 | -2 | COc1cccc(CNc2ccc(S(=O)(=O)N3CCN(C)CC3)cn2)c1 |
| 11 | i | 0 | -3 | CC(NC(=O)c1ccc(Cl)c(S(=O)(=O)N2CCCCCC2)c1)c1cccnc1 (configuration not stated) |
| 8 | i | -1 | -1 | CCN(C(=O)Cc1cccs1)c1nnc(-c2cccnc2)s1 |
| -4 | i | -4 | 2 | O=C(CN1C(=O)NC(Cc2c[nH]c3ccccc23)C1=O)Nc1ccc(F)c(F)c1F (configuration not stated) |
| 5 | i | 0 | -5 | O=C(COC(=O)Cc1ccc(S(=O)(=O)N2CCOCC2)s1)Nc1ccc(OC(F)F)cc1 |
| -1 | i | 1 | 1 | NC(=O)c1ccc(NC(=O)COC(=O)CCC2CCCCC2)cc1 |
| 10 | i | 3 | 1 | CC(C)N1C(=O)/C(=C\c2nc3ccccc3c(=O)[nH]2)c2ccccc21 |
| 41 | i | -1 | 9 | CCOC(=O)c1cc(-c2ccccc2C)nn1CC1CC(c2ccc(OC)cc2)=NO1 (configuration not stated) |
| -1 | i | -3 | 19 | Cc1ccc(C(=O)OCC(=O)Nc2ccc(Cl)cn2)s1 |
| -4 | i | 1 | -6 | C[C@H]1CN([C@@H](C)CO)C(=O)c2cccc(NS(=O)(=O)c3ccc(F)cc3)c2O[C@H]1CN(C)S(=O)(=O)c1cn(C)cn1 |
| -2 | i | 0 | 0 | CC(C(=O)Nc1ccc2c(c1)OCO2)N(C)CC(=O)Nc1ccccc1Cl (configuration not stated) |

Among those listed so far, six have an NH in an aromatic ring.
| DYRK1A inh | KCNK3 block | GSK3 alpha inh | HDAC3 inhib | SMILES |
| --- | --- | --- | --- | --- |
| -2 | i | -1 | 1 | COc1cc(C)ccc1OCC(=O)OCC(=O)c1[nH]c(C)c(C(C)=O)c1C |
| 2 | i | 0 | -1 | CC(=O)c1c(C)[nH]c(C(=O)NNC(=O)c2ccc(C)cc2)c1C |
| -1 | i | 6 | -11 | Cc1cc(C)cc(-n2ccnc2SCC(=O)c2c(N)n(C3CC3)c(=O)[nH]c2=O)c1 |
| -1 | i | -1 | -1 | CC(=O)c1c(C)[nH]c(C(=O)COC(=O)CCNS(=O)(=O)c2ccc(C)c(C)c2)c1C |
| -4 | i | -4 | 2 | O=C(CN1C(=O)NC(Cc2c[nH]c3ccccc23)C1=O)Nc1ccc(F)c(F)c1F (configuration not stated) |
| 10 | i | 3 | 1 | CC(C)N1C(=O)/C(=C\c2nc3ccccc3c(=O)[nH]2)c2ccccc21 |

Returning to the listing; the 3 compounds before the break are reprinted first.
| DYRK1A inh | KCNK3 block | GSK3 alpha inh | HDAC3 inhib | SMILES |
| --- | --- | --- | --- | --- |
| -1 | i | -3 | 19 | Cc1ccc(C(=O)OCC(=O)Nc2ccc(Cl)cn2)s1 |
| -4 | i | 1 | -6 | C[C@H]1CN([C@@H](C)CO)C(=O)c2cccc(NS(=O)(=O)c3ccc(F)cc3)c2O[C@H]1CN(C)S(=O)(=O)c1cn(C)cn1 |
| -2 | i | 0 | 0 | CC(C(=O)Nc1ccc2c(c1)OCO2)N(C)CC(=O)Nc1ccccc1Cl (configuration not stated) |
| 0 | i | 0 | -2 | COc1cccc(CNC(=O)COC(=O)c2cccc(S(=O)(=O)N3CCN(C(C)=O)CC3)c2)c1 |
| 1 | i | -3 | -4 | CCOC(=O)C1CCCN(C(=O)CNC(=O)Cn2ccc3ccccc3c2=O)C1 (configuration not stated) |
| -2 | i | -3 | -2 | CCOc1ccc(OCc2ccc(C(=O)NN=Cc3ccc[nH]3)cc2)cc1 |
| -9 | i | -2 | 0 | Cc1noc(C)c1NC(=O)N(C)C[C@H]1Oc2ccc(NC(=O)CCN3CCOCC3)cc2C(=O)N([C@H](C)CO)C[C@@H]1C |
| 2 | i | 2 | -2 | Cc1nn(CC(=O)OCC(=O)c2ccccc2)c(C)c1[N+](=O)[O-] |
| -5 | i | -2 | 3 | Cc1ccc(S(=O)(=O)N2CCC(C(=O)N[C@@H](C)C(=O)NCCc3ccccc3)CC2)cc1 |
| -4 | i | -2 | 0 | CC1(C)Cc2c(sc3nnn(Cc4ccc(Cl)cc4)c(=O)c23)CO1 |
| 7 | i | 0 | -15 | COc1ccc(NC(=O)COC(=O)c2cc(S(=O)(=O)N3CCCC3)ccc2O)cc1 |
| -3 | i | 2 | -1 | O=C1OC(CC(=O)N(Cc2nnc(-c3ccc(Cl)cc3)o2)C2CC2)c2ccccc21 (configuration not stated) |
| -15 | i | -1 | -3 | COc1ccc(CN2CC(=O)N3[C@H]4c5ccc(OC)cc5OC[C@@H]4[C@H](c4ccccc4)[C@]3(C)C2=O)cc1 |
| -7 | i | 25 | -2 | Cc1cc(C)c(NC(=O)CSCc2nc3sc(C)c(C)c3c(=O)[nH]2)c(Cl)c1 |
| 3 | i | -1 | 11 | CC(C)(C)OC(=O)C[C@@H]1C/C=C\C[C@H](CC(=O)N(CCO)Cc2ccccc2)C(=O)N[C@@H](Cc2c[nH]c3ccccc23)COC1=O |
| 5 | i | 4 | -5 | CC(=O)NC1(C(F)(F)F)C(=O)Nc2c1c(=O)n(C)c(=O)n2C (configuration not stated) |
| 12 | i | 5 | -1 | Cc1ccc(OCCNC(=O)c2ccc(C)o2)cc1 |
| -3 | i | 2 | -3 | Cn1cccc1C(=O)Nc1ccc(Cl)c(S(=O)(=O)N2CCCCC2)c1 |
| -2 | i | 5 | 4 | CCN(CC)c1ccc(S(=O)(=O)N2CCOCC2)cc1NC(=O)Cn1nc(C)c([N+](=O)[O-])c1C |
| 16 | i | 0 | 5 | COc1ccc2[nH]c3c(c2c1)CCn1c-3nc2ccccc2c1=O |
| 11 | i | -2 | -2 | O=C(C[C@@H]1C/C=C/CC[C@H](Cc2ccc(F)cc2)C(=O)OCCNC1=O)N[C@H](CO)Cc1ccccc1 |
| -3 | i | 0 | 15 | CN(C(=S)NC(=O)C12CC3CC(CC(C3)C1)C2)c1ccc(O)cc1 |
| -4 | i | 0 | -4 | Cc1ccc(/C=C/C(=O)OCC(=O)NC(=O)NCc2ccco2)cc1 |
| 1 | i | -2 | -4 | Cc1ccc(-c2noc(CCC(=O)NCc3ccccc3CN3CCOCC3)n2)cc1 |
| -1 | i | 3 | 0 | Cc1ccc(S(=O)(=O)N2CCOCC2)cc1NC(=O)COC(=O)CCc1c[nH]c2ccccc12 |

These rows are one share of the data; the hit share may differ from the screen's.
